G6PDH CS – L. mesenteroides G6PDH inhibitors, counter-screen for G6PDH-coupled screening assays, biochemical, Leuconostoc mesenteroides enzyme | 200,000 compounds, 0.12% hits | inhibition, % at 5 µM | glucose-6-phosphate dehydrogenase [Leuconostoc mesenteroides] | Purified L. mesenteroides G6PDH, diaphorase/resazurin coupled fluorescence, 45 min
PMI act hi M6P – human PMI activators, high substrate, primary screen, biochemical, fluorescence intensity, near-saturating mannose 6-phosphate; Mannose-6-phosphate isomerase (Homo sapiens), P34949; coupled PMI enzyme assay, resazurin fluorescence, 20 min; hits give high values; 1 = untreated enzyme, 0 = substrate-free blank; activation factor at 20 µM; 190,000 compounds, 0.34% hits; AID 1216, 2008;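 active = activation factor of 2 or more at 20 µM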
Target sequence (P34949 whole entry, looked up): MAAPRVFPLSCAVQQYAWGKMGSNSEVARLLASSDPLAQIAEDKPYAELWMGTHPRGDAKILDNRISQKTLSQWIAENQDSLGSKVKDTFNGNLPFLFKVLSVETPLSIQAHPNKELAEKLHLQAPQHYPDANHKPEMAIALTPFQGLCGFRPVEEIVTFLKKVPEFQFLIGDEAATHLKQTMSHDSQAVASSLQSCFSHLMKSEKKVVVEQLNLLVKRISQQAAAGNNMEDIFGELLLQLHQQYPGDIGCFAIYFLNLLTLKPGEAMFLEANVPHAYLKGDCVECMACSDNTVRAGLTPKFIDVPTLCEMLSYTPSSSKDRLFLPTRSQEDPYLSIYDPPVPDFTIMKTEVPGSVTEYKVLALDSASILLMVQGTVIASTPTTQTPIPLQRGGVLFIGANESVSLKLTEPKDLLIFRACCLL
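Technique: Diaphorase-driven resazurin-to-resorufin fluorescence, excitation 544, emission 590 nm | Assay system: Human PMI in coupled enzyme assay | Times: Enzyme reaction with compound 20 min at room temperature | Medium: HEPES-buffered pH 7.4 with magnesium and detergent | Reagent: Mannose-6-phosphate 1.0 mM (near-saturating) plus 0.22 mM NADP+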
Redox H2O2 prof – compounds producing H2O2 with reducing agent – biochemical, NIH compound library profiling, artefact control for MLSCN library redox annotation, primary screen | DTT-dependent redox cycling H2O2, phenol red/HRP absorbance; 100% = 100 µM peroxide control, 0% = buffer | activation, % at 10 µM | 200,000 compounds, 0.03% hits | AID 878, 2007;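 active = activation of at least 50% relative to the plate's high and low controls in the primary single-dose screen; inactive = activation below 50%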;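 also: compound incubated with DTT at 0.8 mM final as the reducing agent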
Diaph inh CS – diaphorase inhibitors and chemical oxidizers, primary screen, counter-screen for diaphorase-coupled primary assays, biochemical, uHTS, resorufin fluorescence | inhibition, % at 20 µM | 190,000 compounds, 0.69% hits | diaphorase resazurin-to-resorufin fluorescence, NADH, 16 min; bacterial (C. kluyveri) enzyme, not human | AID 1217, 2008;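 active = primary screen inhibition at 20 µM above a set limit, cut at about 50% in these data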;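 also: plate controls were DMSO with full reaction for no effect and wells lacking NADH for full effect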
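Benchmarks: positive control wells lacking NADH, neutral wells with DMSO only. System: bacterial diaphorase enzyme (C. kluyveri). Input: 0.14 U/mL diaphorase, enzyme working solution. Detection: resorufin fluorescence, excitation 544 nm, emission 590 nm. Times: 16-min room-temperature incubation before reading.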
S1P3 antagonist – S1P3 receptor antagonists, primary screen, cell-based; Sphingosine 1-phosphate receptor 3 (Homo sapiens), Q99500; CHO S1P3 NFAT-BLA reporter, FRET fluorescence, antagonist mode; inhibition, % at 4.98 µM; 170,000 compounds, 0.27% hits; AID 485, 2006;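 active = inhibition above the plate cutoff, the mean inhibition of test wells on that plate plus 3 SD, cut at about 28% in these data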;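 also: cells challenged with S1P at its EC80 of 0.8 µM; blue over green emission ratio from cleaved BLA substrate after 4 h stimulation; 0% = S1P-stimulated wells and 100% = unstimulated DMSO-only wells; some compounds past the cut are filed as inactive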
Target sequence (Q99500 whole entry, looked up): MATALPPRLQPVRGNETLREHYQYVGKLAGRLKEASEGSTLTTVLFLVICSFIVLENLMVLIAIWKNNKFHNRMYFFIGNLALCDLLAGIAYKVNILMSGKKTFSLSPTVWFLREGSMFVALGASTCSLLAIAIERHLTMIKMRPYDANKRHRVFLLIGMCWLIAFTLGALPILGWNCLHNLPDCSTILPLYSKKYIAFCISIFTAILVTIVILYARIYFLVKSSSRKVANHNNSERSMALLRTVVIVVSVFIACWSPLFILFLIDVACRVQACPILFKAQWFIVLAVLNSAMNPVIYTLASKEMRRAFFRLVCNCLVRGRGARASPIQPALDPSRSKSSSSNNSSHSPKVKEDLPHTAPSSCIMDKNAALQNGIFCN
RAM inhibit – inhibitors of the yeast RAM network, primary screen, dse1pr::URA3 reporter, 5-FOA selection | S. cerevisiae dse1pr::URA3 reporter, 5-FOA growth OD615, 2 d; analog-sensitive cbk1-as2 kinase mutant strain | inhibition, % at 50 µM | 190,000 compounds, 1.8% hits | AID 868, 2007;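 active = inhibition above a set limit, 3 SD over mean compound inhibition, cut at about 8.4% in these data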;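 also: 0% = DMSO-only wells with no growth and 100% = 10 µM 1-NA-PP1 full growth; inhibition rescues growth on 5-FOA so higher OD means more RAM inhibition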
Hsp70 act – Hsp70 transcriptional activators, primary screen, cell-based, HeLa, Hsp70 promoter luciferase, luminescence, 10 µM. 200,000 compounds, 0.04% hits. activation, % at 10 µM. HeLa Hsp70 promoter luciferase reporter; scaled: vehicle 0, proteasome-inhibitor control 100%;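 active = activation above the mean across all tested compounds plus 3 SD, cutoff set per campaign, cut at about 5.5% in these data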;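 also: 100% = MG132 at 30 µM as the positive control and 0% = DMSO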
L major viab – Leishmania major promastigote growth inhibition, primary screen; AID 1063, 2008; inhibition, % at 10 µM; 200,000 compounds, 9% hits; Leishmania major promastigotes, resazurin fluorescence viability;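 also: promastigotes grown with compound for 44 hours at 28 °C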
TLR4 MyD88 comp – inhibitors of TLR4-MyD88 association in cells, primary screen, cell-based, HeLa CL3-4, BLA complementation, FRET ratio; HeLa CL3-4 TLR4/MyD88 BLA complementation; inhibition, % at 8.4 µM; 200,000 compounds, 0.18% hits; AID 861, 2007; in the data active = inhibition above about 25%;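 also: 0% = vehicle and 100% = reference inhibitor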
PMI act – activators of human PMI, primary screen, biochemical, fluorescence intensity, near-Km mannose 6-phosphate | activation factor at 20 µM | purified human PMI, coupled resazurin fluorescence, 20 min; hits give high values; 1 = vehicle control, 0 substrate-free wells | 190,000 compounds, 0.005% hits | Mannose-6-phosphate isomerase (Homo sapiens), P34949;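 active = activation factor of 2 or more at 20 µM, relative to plate controls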
Diaphorase act – compounds boosting diaphorase resazurin reduction – biochemical, uHTS, resorufin fluorescence, counter-screen for diaphorase-coupled primary assays, primary screen. Diaphorase/resazurin coupled assay, 16 min; hits give high values; 1 = vehicle wells, 0 = NADH-free wells. activation factor at 20 µM. 190,000 compounds, 0.005% hits. AID 1229, 2008;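 active = diaphorase activity raised at least twofold by the compound at 20 µM; inactive = activation factor below 2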
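Material: purified diaphorase enzyme from Clostridium kluyveri / Medium: HEPES pH 7.4 buffer with MgCl2 and Tween 20 / Schedule: enzyme reaction of 16 min at room temperature / Measured by: resorufin fluorescence, excitation 544 nm, emission 590 nm / Evaluation: rise in resorufin formation, marking diaphorase activation or chemical reduction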
* marks the source's active call; other numbers are inactive results; · = not tested or not shown. Rule as the data show it, unless noted: active = inhibition above about 50%; inactive = the rest.

[1] Cc1ncoc1C(=O)N1CCCC(C(=O)c2cccc(OC(C)C)c2)C1 (stereo unspecified)
[2] CCCCc1ccc(NC(=S)NCCN2CCOCC2)cc1
[3] C/C(N)=C(/C#N)C(=O)COC(=O)c1cc(-c2ccc(Br)cc2)nc2ccccc12
[4] O=C(NCCN1CCN(c2ccccc2F)CC1)C1CC(=O)N(C2CCCC2)C1 (stereo unspecified)
[5] O=C(NC(=S)Nc1ccc(S(=O)(=O)Nc2nccs2)cc1)c1ccc(F)cc1
[6] CCOc1ccccc1NC(=O)c1cc(SC)ccc1Cl
[7] COCCN(Cc1cc2ccc(C)c(C)c2nc1Cl)C(=O)N1CCOCC1
[8] CCC(C)(C)n1nnnc1C(c1ccc(OC)c(OC)c1)N1CCN(c2ccccc2)CC1 (stereo unspecified)
[9] CC1(c2ccccc2)CC(C)(C)N(C(=O)C2CCCO2)c2ccccc21 (stereo unspecified)
[10] FC(F)Oc1ccc(NC(=S)NN2CCOCC2)cc1

Assay by compound	1	2	3	4	5	6	7	8	9	10
G6PDH CS	8	2	-3	5	11	-2	11	-16	16	-3
PMI act hi M6P	1	1	0.9	1	0.9	0.9	1.1	1	0.9	1
Redox H2O2 prof	-0.7	9.8	1.6	1.3	-0.1	-0.6	0.4	2.3	0.3	-1.4
Diaph inh CS	8	4	15	5	12	19	-16	6	11	11
S1P3 antagonist	-4	-2	-13	2	1	-12	5	0	·	·
RAM inhibit	-0.3	-0.5	6.0	2.0	1.5	3.7	3.0	-0.2	1.6	-0.8
Hsp70 act	-0.2	0.2	-0.4	-0.4	-0.4	0.0	-0.2	0.2	-0.2	-0.3
L major viab	5	-3	16	-7	-12	-3	0	46	87*	-2
TLR4 MyD88 comp	-9	0	9	-11	-4	-3	8	4	-5	-3
PMI act	0.9	1	0.8	1	0.9	0.9	1	1	0.9	1
Diaphorase act	0.9	1	0.8	0.9	0.9	0.8	1.2	0.9	0.9	0.9

[11] CCC(=O)Nc1cc(C(=O)O)ccc1S(=O)(=O)c1ccc(C)cc1
[12] Cc1noc(/C=C/N(C)C)c1S(=O)(=O)N1CCCC(C(=O)N2CCc3ccccc32)C1 (stereo unspecified)
[13] Cc1ccc2sc(C)[n+](CCO)c2c1
[14] O=C(Nc1ccc(N2CCOCC2)cc1)C1CC(=O)N(c2ccccc2)C1 (stereo unspecified)
[15] COc1ccc(CCNC(=O)CN2C(=O)c3cccc4cccc(c34)C2=O)cc1OC
[16] CCOC(=O)CSc1nnc([C@@H](NC(=O)OC(C)(C)C)C(C)C)o1
[17] COc1cccc(N(C(=O)CS(=O)CC(=O)Nc2ccc(F)cc2)C(C(=O)NC2CCCCC2)c2cccs2)c1 (stereo unspecified)
[18] CCOC(=O)N1CCN(C(=O)c2ccc3c(c2)ncn3C2CCCC2)CC1
[19] O=C(C1=C[C@H](C2CCCCC2)C[C@H](OCCCCO)O1)N1CCN(Cc2ccc3c(c2)OCO3)CC1
[20] COc1cc(/C=N/NC(=O)C2CCN(CC(O)COCc3ccccc3)CC2)ccc1O (stereo unspecified)

Assay by compound	11	12	13	14	15	16	17	18	19	20
G6PDH CS	-4	·	-2	7	5	0	36	8	5	1
PMI act hi M6P	1.2	·	1.1	·	1.1	1	0.9	1	1	0.9
Redox H2O2 prof	0.0	-0.7	-0.4	-0.5	0.3	0.8	-0.2	-0.8	-0.9	-0.5
Diaph inh CS	16	·	7	·	-15	10	2	10	29	4
S1P3 antagonist	-1	2	-13	-5	-1	-6	-5	-8	-12	-18
RAM inhibit	1.2	·	1.3	-1.0	2.8	1.3	4.1	1.3	0.6	0.6
Hsp70 act	-0.4	-0.2	0.2	0.0	-0.2	0.3	0.0	-0.5	-0.1	0.0
L major viab	-3	-2	9	-3	-3	-5	25	-6	97*	2
TLR4 MyD88 comp	2	-6	1	5	1	1	-9	-5	-6	1
PMI act	1.2	·	1.1	·	1.1	1	0.9	1	0.9	0.9
Diaphorase act	0.8	·	0.9	·	1.2	0.9	1	0.9	0.7	1

[21] Cc1ccc2c(c1)c1c(n2CC(O)CNC2CCCCC2)CCCC1 (stereo unspecified)
[22] CC(C)(C)c1ccc(C(=O)CSc2nc3ccccc3c(=O)[nH]2)cc1
[23] O=C(Nc1cccc(Cl)c1)OCc1ccccn1
[24] COc1cc2c(=O)n(Cc3ccccc3)c(=O)n(CC(=O)NCCc3ccccc3)c2cc1OC
[25] O=C(COc1ccccc1[N+](=O)[O-])N/N=C/c1ccc(OC(=O)c2ccco2)cc1
[26] CCOC(=O)C1CCN(c2c(NCCCN(CC)c3ccccc3)c(=O)c2=O)CC1
[27] Cc1cc(C)nc(SCC(=O)Nc2ncc3c(n2)CCCC3=O)n1
[28] CCCCC1(CCCC)NC(=S)N(Nc2ccc(C)cc2)C1=O
[29] FC(F)(F)c1ccc(Cl)c(NC(=S)NC2CC2)c1
[30] O=C(Cn1ncc(N2CCOCC2)c(Cl)c1=O)c1ccc(Cl)cc1

Assay by compound	21	22	23	24	25	26	27	28	29	30
G6PDH CS	0	1	3	-5	-18	-2	-5	3	-6	0
PMI act hi M6P	0.8	1.1	1	1	0.6	1	0.9	1	1	1
Redox H2O2 prof	-1.2	-1.0	0.5	0.1	0.3	2.5	3.7	0.2	-0.1	0.0
Diaph inh CS	6	-7	19	-1	14	2	13	5	7	11
S1P3 antagonist	3	·	-23	·	8	-12	4	·	3	5
RAM inhibit	0.8	3.3	-0.4	7.5	5.6	1.3	0.6	3.7	0.1	0.8
Hsp70 act	-0.3	-0.1	0.1	0.6	-0.3	-0.5	-0.6	-0.3	0.1	-0.3
L major viab	101*	7	-4	-5	-1	6	-1	-2	-1	-10
TLR4 MyD88 comp	10	-37	5	-9	-15	5	1	14	-10	-8
PMI act	1	1.1	1	1	0.8	0.9	0.9	0.9	1	0.9
Diaphorase act	0.9	1.1	0.8	1	0.9	1	0.9	1	0.9	0.9

Some of these compounds in order of molar mass, highest first.
[17] COc1cccc(N(C(=O)CS(=O)CC(=O)Nc2ccc(F)cc2)C(C(=O)NC2CCCCC2)c2cccs2)c1 (stereo unspecified)
[5] O=C(NC(=S)Nc1ccc(S(=O)(=O)Nc2nccs2)cc1)c1ccc(F)cc1
[4] O=C(NCCN1CCN(c2ccccc2F)CC1)C1CC(=O)N(C2CCCC2)C1 (stereo unspecified)

Assay by compound	17	5	4
G6PDH CS	36	11	5
PMI act hi M6P	0.9	0.9	1
Redox H2O2 prof	-0.2	-0.1	1.3
Diaph inh CS	2	12	5
S1P3 antagonist	-5	1	2
RAM inhibit	4.1	1.5	2.0
Hsp70 act	0.0	-0.4	-0.4
L major viab	25	-12	-7
TLR4 MyD88 comp	-9	-4	-11
PMI act	0.9	0.9	1
Diaphorase act	1	0.9	0.9

Continued:
[31] O=C(NCc1cccnc1)c1cccn2c(=O)c3sccc3nc12
[32] CC(=O)O[C@H]1CC[C@@]2(C)C(CCC3C2CC[C@]2(C)OC(=O)CCC32)C1 (stereo partly specified)
[33] C=CCOc1ccc(/C(CC)=N/O)c(OC)c1
[34] O=C(NC1CCCCC1)N1CCc2ccccc2C1
[35] COc1ccc(CNC(=O)C/C(C)=N/NC(=O)Cc2ccc(OC)c(OC)c2)cc1
[36] COCCNC(=O)/C(C#N)=C/c1cc(C)n(C2CCCCC2)c1C
[37] Cc1cc(C(=O)NC(=S)Nc2ccccc2N2CCOCC2)ccc1[N+](=O)[O-]
[38] COC(=O)COc1ccc(S(=O)(=O)N2CCN(c3ccccc3F)CC2)cc1C
[39] Cc1ccc(OCC(O)CNC(=O)c2ccccc2C(=O)O)cc1 (stereo unspecified)
[40] O=C(NCc1ccco1)c1cc(-c2ccccc2)nc2ccccc12

Assay by compound	31	32	33	34	35	36	37	38	39	40
G6PDH CS	6	2	4	13	-8	2	-4	-16	-2	-2
PMI act hi M6P	1	1	0.9	1	1	1.1	0.9	0.8	1	0.9
Redox H2O2 prof	-7.4	0.4	1.4	-0.6	-0.8	-0.2	-0.4	3.7	2.8	0.6
Diaph inh CS	9	3	15	11	8	21	20	24	7	22
S1P3 antagonist	·	·	2	3	-1	-7	-12	-37	·	·
RAM inhibit	0.1	-0.1	0.1	3.0	-0.5	-1.5	3.8	2.2	0.7	0.7
Hsp70 act	0.1	-0.6	0.0	0.2	-0.2	0.1	-0.2	-0.3	0.0	-0.4
L major viab	7	5	3	0	28	6	-4	-8	-7	6
TLR4 MyD88 comp	-15	-6	8	1	1	-3	8	12	-2	-6
PMI act	1	1	0.9	1	1	1	0.9	0.8	1	0.9
Diaphorase act	0.9	1	0.9	0.9	0.9	0.8	0.8	0.8	0.9	0.8

[41] Cc1c(NC(=O)OCCNC(=O)COc2ccc(Cl)cc2Cl)sc(=S)n1C
[42] COC(=O)c1ccc(CN2CCN(C3CCCC3)C(CCO)C2)cc1 (stereo unspecified)
[43] Cc1ccccc1NC(=O)c1cnn(-c2ccccc2)c1NC(=O)c1ccco1
[44] O=C(N/N=C/c1cc(Br)cc(Br)c1O)c1ccncc1
[45] COC(=O)c1cccc(NC(=O)c2nn(C)c(=O)c3ccccc23)c1

Assay by compound	41	42	43	44	45
G6PDH CS	-8	-2	3	-10	9
PMI act hi M6P	0.9	1	1	1.2	1
Redox H2O2 prof	-0.2	-1.1	-0.3	-0.4	-0.3
Diaph inh CS	13	5	15	52*	9
S1P3 antagonist	3	13	3	3	0
RAM inhibit	4.8	2.6	·	-2.2	6.4
Hsp70 act	-0.4	-0.3	-0.2	-0.2	-0.4
L major viab	4	56*	-4	96*	4
TLR4 MyD88 comp	5	-12	-4	12	8
PMI act	0.8	1	1	1	1
Diaphorase act	0.9	0.9	0.9	0.5	0.9
